Screening results from PubChem.
SK-BR-3 tox 24h: SK-BR-3 proliferation inhibitors; SK-BR-3 viability, CellTiter-Glo ATP luminescence, 24 h; hits give low values; viability, % at 10 µM; 41,000 tested, 0.47% active; AID 847;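 active = viability at or below the median of all test compounds minus 3 SD, in both replicates if run twice, cut at about 45% in these data; inconclusive = duplicate replicates that disagree with each other; inactive = viability above that cutoff in every replicate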;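 note: 100% = median untreated cell wells and 0% = median positive control drug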
The depositor's hits bear a star; ? = inconclusive.

SMILES	SK-BR-3 tox 24h
COc1ccc(CNC(=O)c2cc(-c3ccccc3OC)on2)cc1	70
Fc1cc(F)c2nc(N3CCCCC3)sc2c1	80
CC(C)C1Cc2[nH]c(=O)c(C(=O)O)cc2CO1 (configuration not stated)	111
Cc1ccc(-c2cc(-c3ccc(C)o3)nc(N)c2C#N)cc1	98
N#CC1=C(N)N2C(=C(C#N)C13CCN(Cc1ccccc1)CC3)Nc1ccccc12	83
CCN(CC(=O)NC1CCS(=O)(=O)C1)C(=O)C(c1ccccc1)c1ccccc1 (configuration not stated)	84
COCCNC(C)C(=O)Nc1ccc(Br)cc1 (configuration not stated)	92
COc1cccc(Oc2coc3c(CN4CCOCC4)c(O)ccc3c2=O)c1	97
Cc1ccc(C(=O)Nc2c(C(=O)N3CCOCC3)cnn2-c2ccccc2)cc1	74
CC1Cc2ccccc2N1C1=NS(=O)(=O)c2ccccc21 (configuration not stated)	69
COc1cccc(NC(=O)N[C@@H](Cc2ccccc2)C(=O)O)c1	89
CS(=O)(=O)N1CCN(c2ccccc2NC(=O)c2ccc(-c3ccc(Cl)cc3Cl)o2)CC1	65
CCCOc1ccc(C(=O)CCN2CCCCC2)cc1	85
CC1=CC2(C#N)C3(N=C(N)C2(C#N)C(c2ccccc2)N1)OCCO3 (configuration not stated)	80
COc1ccc(N(Cc2cc3ccccc3[nH]c2=O)C(=O)C2CCCO2)cc1 (configuration not stated)	89
COCCn1c(N)c(S(=O)(=O)c2cccs2)c2nc3ccccc3nc21	74
CCCOc1ccc(N2C(=O)CC(N(CCC)C(=O)CCC(=O)O)C2=O)cc1 (configuration not stated)	105
Cc1ccc(-n2c(SCC(=O)Nc3ccc4c(c3)OCO4)nnc2-c2ccoc2C)cc1	73
O=C(CSc1ccc(Cl)cc1)Nc1ccc(N2CCN(C(=O)c3ccco3)CC2)cc1	68
COC(=O)c1[nH]c2ccc(F)cc2c1NC(=O)C1=COCCO1	80
COc1ccc(-c2cc(OC)c3c(C)oc(C)c3c(=O)c2)cc1OC	87
CCCOc1ccc(C2C(C(=O)c3ccc(C)o3)=C(O)C(=O)N2CCCn2ccnc2)cc1 (configuration not stated)	105
O=C(Cn1nnc(-c2ccccc2)n1)NCc1ccccc1	105
OC(CCN1CCCC1)(c1ccccc1)C1CCCCC1 (configuration not stated)	99

Part of the list above, as labelled records:
> O=C(Cn1nnc(-c2ccccc2)n1)NCc1ccccc1
  SK-BR-3 tox 24h = 105

> CCCOc1ccc(N2C(=O)CC(N(CCC)C(=O)CCC(=O)O)C2=O)cc1 (configuration not stated)
  SK-BR-3 tox 24h = 105

> COc1ccc(-c2cc(OC)c3c(C)oc(C)c3c(=O)c2)cc1OC
  SK-BR-3 tox 24h = 87

Following part:
SMILES	SK-BR-3 tox 24h
CCOc1ccccc1N1CCN(c2nc(N)c(C#N)c(CC#N)c2C#N)CC1	69
COC(=O)Cc1c(C)c2ccc(OCC(C)=O)c(C)c2oc1=O	87
CCOCCCNC(=O)c1cccs1	96
COCCSc1nnc(NC(=O)Cc2ccccc2OC)s1	87
COc1ccc(S(=O)(=O)NCC(c2cccnc2)N2CCN(c3ccc(F)cc3)CC2)cc1C (configuration not stated)	77
COc1ccc(S(=O)(=O)Nc2cc(C)ccn2)cc1OC	101
COC(=O)c1c(NC(=O)CN2CCN(C(=O)c3ccco3)CC2)c2cc(C)ccc2n1C	77
CC(=O)c1c(C)nc(C)nc1NC(=O)C(C)C	105
CCOc1ccccc1N1C(=O)CC(Sc2ncccc2C(=O)O)C1=O (configuration not stated)	95
CC(C)c1ccc2oc(=O)cc(CN3CCN(c4ccc(F)cc4)CC3)c2c1	89
Cc1sc2nc(CN3CCN(S(=O)(=O)c4cccc5nonc45)CC3)[nH]c(=O)c2c1C	99
N=c1c(C(=O)NCc2ccc(F)cc2)cc2c(=O)n3ccccc3nc2n1Cc1ccco1	?
Cn1c(SCc2ccccc2F)nnc1-c1cnccn1	93
CCCCn1c(N2CCC(Cc3ccccc3)CC2)nc2c1c(=O)[nH]c(=O)n2C	128
C=CCSc1nc(C)c(CC=C)c(=O)[nH]1	81
COc1ccc(S(=O)(=O)N(CC(=O)NC2CC2)c2ccc(C)cc2)cc1OC	84
CCc1c(C)nc2[nH]nc(-c3ccccc3C)n2c1=O	69
CN(C)/C=C1\C(=O)c2ccc(N(C)C)nc2CC1c1ccccc1 (configuration not stated)	104
CCOC(=O)c1c(C)[nH]c(C)c1C(=O)COC(=O)C1CCCN1S(=O)(=O)c1ccccc1F (configuration not stated)	81
O=C1CCCN1C(=O)CCC(=O)N1CCCC1=O	88
CCOC(=O)c1ccc(NC(=O)N2CCN(Cc3cccc(F)c3)CC2)cc1	84
CCCCCCOC(=O)C(C#N)c1nc2ccccc2nc1N1CCN(C)CC1 (configuration not stated)	4.9*
COc1ccc(-c2nn3c(-c4ccco4)nnc3s2)cc1OC	91
O=C(O)C1C(c2ccccc2)C(C(=O)OCCCO)C1c1ccccc1 (configuration not stated)	118
COc1ccccc1N1CCN(c2nc(-c3ccccc3)cc(C(F)(F)F)n2)CC1	73
COc1ccc(CCNS(=O)(=O)c2ccc(C(=O)NCc3ccco3)cc2)cc1OC	88
COc1ccccc1NC(=O)CN1C(=O)C(C)Oc2ccccc21 (configuration not stated)	85
Cc1nn(CC(N)=O)c(=O)c2ccccc12	88
CC1CCN(Cc2c(C#N)c3ccccc3n2C)CC1	84
COc1ccccc1N1CCN(S(=O)(=O)c2c(C)ccc3nsnc23)CC1	85
CCOC(=O)N1CCC(N2C(=O)c3ccc(C(=O)O)cc3C2=O)CC1	105
O=C(O)c1n[nH]c2c1CCCCC2	65
CSc1nc2sc3c(c2c2nnnn12)CC(C)(C)OC3	74
Cc1cc(C)c(C#N)c(Nc2ccccc2Cl)n1	114
COc1ccc(N2CCN(Cc3cc(=O)oc4cc5c(cc34)CCCC5)CC2)cc1	78
Cc1cccc2nc(Cn3c(=O)n(CCCC(=O)NCc4ccco4)c(=O)c4ccccc43)cc(=O)n12	72
CCOC(=O)c1c(NC(=O)c2cccs2)sc2c1CC(C)(C)OC2	73
CCOC(=O)C1CCCN(C(=O)Cc2ccc(OC)c(OC)c2)C1 (configuration not stated)	112
Cc1ccc(NC(C(N)=O)c2c(C)[nH]c(=O)[nH]c2=O)cc1 (configuration not stated)	122
CC(C)Sc1nc(O)c(Cc2ccccc2)c(=O)[nH]1	100
Cc1cc(NC(=O)c2cccc(C(=O)Nc3cc(C)on3)n2)no1	89
COc1ccc(O)c(C(=O)c2cnc3onc(C(C)C)c3c2)c1	108
CCCCCCOC(=O)C(C#N)c1nc2ccccc2nc1N1CCOCC1 (configuration not stated)	79
COc1ccc(C(=O)n2nc(-c3ccco3)nc2SC)cc1OC	88
Cc1ccc(NC(=O)CS(=O)CC(=O)Nc2ccc(N3CCOCC3)cc2)cc1Cl (configuration not stated)	108
COc1ccc(CCCNC(=O)CC#N)cc1OC	108
C=CCn1c(N)c(C(=O)N2CCOCC2)sc1=S	92
COc1ccc(CCNC(=O)c2cc(-c3ccccc3OC)on2)cc1OC	76

Four entries from above, set out differently:
CCCOc1ccc(N2C(=O)CC(N(CCC)C(=O)CCC(=O)O)C2=O)cc1 (configuration not stated)
  SK-BR-3 tox 24h = 105

Cc1ccc(-n2c(SCC(=O)Nc3ccc4c(c3)OCO4)nnc2-c2ccoc2C)cc1
  SK-BR-3 tox 24h = 73

O=C(CSc1ccc(Cl)cc1)Nc1ccc(N2CCN(C(=O)c3ccco3)CC2)cc1
  SK-BR-3 tox 24h = 68

COC(=O)c1[nH]c2ccc(F)cc2c1NC(=O)C1=COCCO1
  SK-BR-3 tox 24h = 80

Remaining list, next part
SMILES	SK-BR-3 tox 24h
O=C(CSc1nc2c(c(=O)n1-c1ccc(Cl)cc1)SCC2)N1CCCC1	82
CCOc1ccc(NC(=O)NC2CCOC(C)(C)C2)cc1 (configuration not stated)	79
C/C(=C\C(=O)O)CC(=O)O	80
COc1c(Br)cc(Br)cc1C(=O)O	73
COc1ccc(OC)c(NC(=O)Cn2c(=O)oc3ccccc32)c1	97
COc1cc2c(cc1OC)-c1cc(OCCN3CCOCC3)nc(=O)n1CC2	117
Cc1cc(NS(=O)(=O)c2ccc(NC(=O)CCN3C(=O)c4ccccc4C3=O)cc2)no1	96
COC(=O)c1ccc(C(=O)OC)c(NC(=O)CCc2ccc(C)o2)c1	81
CCCn1c(=N)n(CCOc2ccc(OC)cc2)c2ccccc21	74
O=S(=O)(O)c1nc2ccccc2n1CCOc1ccccc1	83
COc1ccc(N2C(N)=C(C#N)C(c3cccnc3)C3=C2CC(C)(C)CC3=O)cc1 (configuration not stated)	103
O=C(Nc1ccc(Cl)cc1)Nc1ccccc1C(=O)NCc1ccco1	102
O=C(c1ccco1)N1CCn2c1nc1ccccc12	97
CC(=O)Cc1nsc(NC(=O)c2csc3c2CCCC3)n1	90
CCOc1ccc2oc(C(=O)OCC(=O)NC(=O)NC3CCCC3)c(C)c2c1	102
CCCOc1cc(CC(=O)NCc2ccco2)ccc1OC	93
CCn1c(SCCC#N)nnc1-c1ccncc1	90
c1ccc(-c2nnc(-c3cccc(-c4nnc(-c5ccccc5)o4)c3)o2)cc1	105
CCCCC[C@H](O)/C=C/[C@H]1C=CC(=O)[C@@H]1C/C=C\CCCC(=O)O	77
N#Cc1nc(-c2ccco2)oc1N1CCc2ccccc2C1	105
Cc1ccc(-n2c(N)c(C(=O)N3CCOCC3)sc2=S)cc1	73
COc1ccc(N/C(=N\c2nc(C)cc(C)n2)NC(C)=O)cc1OC	90
COc1ccc(C)cc1S(=O)(=O)NC1CCCCC1	102
N#Cc1ccc(CSc2nnc(-c3cccs3)n2-c2ccccc2)cc1	81
COc1ccccc1NC(=O)c1cnc2n(c1=O)CCS2	101
CCn1c(SCC(=O)NCC2CCCO2)nnc1-c1c[nH]c2ccccc12 (configuration not stated)	95
CC(=O)NC1CC2CCCC(C1)N2S(=O)(=O)c1ccccc1 (configuration not stated)	101
CC(C)CCOC(=O)C1[C@H]2C(=O)N(Cc3cccs3)C[C@]23C=C[C@H]1O3 (some centres not stated)	105
O=C1CCCc2nc3nc4ccccc4n3cc21	94
O=C(O)c1ccccc1C(=O)NCC(O)COCC1CC=CCC1 (configuration not stated)	96
CCOc1ccc(NS(=O)(=O)c2ccc3c(c2)oc(=O)n3C)cc1	101
CC(C)c1cc(C(=O)O)on1	82
COc1ccc(CC(=O)OCN2C(=O)c3ccccc3C2=O)cc1	99
COc1ccc(NC(=O)c2cnc(C)cn2)c2ncccc12	76
O=c1nc2n(c3ccccc13)Cc1ccccc1-2	77
O=C(Nc1nccs1)c1ccc(CSc2nnnn2-c2ccccc2)cc1	91
CCCn1c(SCC#N)nc2c(c1=O)C1(CCCC1)Cc1ccccc1-2	95
N=c1c(C(=O)NCc2ccc(F)cc2)cc2c(=O)n3ccccc3nc2n1CCCN1CCOCC1	74
CSC1=N/C(=C\c2ccc(C)o2)C(=O)S1	97
CN1CCN(C2=Nc3cc(Cl)ccc3Nc3ccccc32)CC1	96
CC1=NC(C(F)(F)F)(C(F)(F)F)C(C#N)=C(C)N1	101
O=C(NCc1ccccn1)C1CCCN(S(=O)(=O)c2cccc3nsnc23)C1 (configuration not stated)	80
O=c1c2sc3nc(N4CCOCC4)c4c(c3c2ncn1Cc1ccco1)CCCC4	89
CC1=C(C(=O)OC(C)(C)C)C(c2ccco2)C(C#N)=C(N)O1 (configuration not stated)	103
c1ccc(SCc2nc(-c3ccccn3)no2)cc1	92
COC(=O)Cc1ccc(NC(=O)c2cccs2)cc1	90
COc1ccc(C(=O)Nc2nnc(Cc3cccs3)s2)cc1OC	102
Cc1ccc(F)c(NC(=O)C2CCCCC2C(=O)O)c1 (configuration not stated)	98
CCOC(=O)Cn1c(=O)n(CC(=O)OCC)c2ccccc21	109
O=C(NC1CCCCC1)N1CCCCCCC1	73
CCN(CC)S(=O)(=O)c1cccc2c(N(C)C)cccc12	75
Cc1cc(=S)cc(C)n1CCCO	116
CCC(CC)C(=O)Nc1ccccc1NC(C)=O	95
O=C(Cc1ccc(Br)cc1)N1CCCCCC1	91
Cc1cc(C)nc(N2CCC(C(=O)Nc3ccc4c(c3)OCO4)CC2)n1	79
c1ccc(-c2nnc(CN3CCC4(CC3)OCCO4)o2)cc1	95

Going on with the list:
SMILES	SK-BR-3 tox 24h
CCOc1ccc2nc(NCCCNS(=O)(=O)c3ccccc3)c(C#N)cc2c1	68
CC(=O)/C(CN1CCCCC1)=N\O	84
CC(=O)NCCc1cc2ccc(C)cc2[nH]c1=O	85
Cc1ccc2nsnc2c1S(=O)(=O)N(CCO)Cc1cc2cc3c(cc2[nH]c1=O)OCCO3	76
CCC(CC)C(=O)Nc1cccc(C(=O)N2CCCC2)c1	90
CCCCn1c(=O)n(CC(=O)NCc2ccc(C)cc2)c(=O)c2c1nc(CO)n2CCC	76
COc1cc(C(=O)N(Cc2ccc(N(C)C)cc2)C2CCS(=O)(=O)C2)cc(OC)c1OC (configuration not stated)	107
CCCNC1=C(C)C(=O)CC1	95
COc1ccccc1CNC(=O)CCC(=O)Nc1nnc(C)s1	83

Not all compounds are listed; rates above refer to the full screens.
